rCAG binder – binds r(CAG) RNA repeats; r(CAG) RNA repeat, TO-PRO-1 dye displacement fluorescence; inhibition, % at 3 µM; hit rate 1.3% among 370,000;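 active means inhibition above the plate cutoff, the mean of all test compounds on that plate plus 3 SD, cut at about 35% in these data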;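 further: 0% = DMSO alone and 100% = 100 µM mitoxantrone as full dye displacement; higher means more dye released from RNA so lower well fluorescence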
TDP2 absorb – blocks human TDP2 phosphodiesterase activity. O95551. recombinant TDP2, T5PNP hydrolysis, p-nitrophenol absorbance 415 nm. inhibition, % at 12.8 µM. hit rate 0.34% among 370,000. AID 720702;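 active means inhibition above the mean of all tested compounds plus 3 SD, set per campaign, cut at about 25% in these data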;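 further: 0% = DMSO with enzyme and 100% = buffer with substrate but no TDP2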
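Evaluation: % inhibition relative to enzyme-containing and enzyme-free wells. Material: recombinant human TDP2. Benchmarks: enzyme-free and DMSO wells. Timing: enzyme reaction with compound for 2 h at 37 °C. Compound dosing: 12.8 µM only. Measured by: p-Nitrophenol epi absorbance. Reagent: T5PNP substrate at 5 mM, a TopII-DNA adduct mimic. Replication: single well per compound.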
LEDGF integ inh – blocks HIV-1 LEDGF/p75-dependent DNA integration; AID 743269; hit rate 0.64% among 370,000; inhibition, % at 3.7 µM; TR-FRET IN-LEDGF/p75 DNA integration, Eu/Cy5;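 active means inhibition above the screen-wide mean plus 3 SD, cut at about 13% in these data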;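 further: signal is the Cy5 over europium emission ratio at 671 and 618 nm; 0% = plate median of compound wells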
PG9 binder – PG9 antibody binding by small molecule; inhibition, % at 6.7 µM; AID 624416; TR-FRET gp120-PG9 antibody binding; hit rate 0.43% among 360,000; in the data active means inhibition above about 8.5%
TCR CD3 inh – blocks the human TCR-CD3 interaction; TAMRA-labeled TCR probe fluorescence, biochemical; inhibition, % at 9.4 µM; hit rate 0.37% among 360,000; in the data active means inhibition above about 19%;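 further: recombinant mutant TCR 2C K166C tagged with TAMRA read by polarization; 0% = receptor in buffer alone and 100% = receptor with positive control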
PRMT1 FP inh – blocks human protein arginine methyltransferase 1 | hit rate 1.3% among 370,000 | AID 652257 | recombinant PRMT1, activity-based probe fluorescence polarization | inhibition, % at 2.79 µM | Q99873;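 active means inhibition above about 21% made by adding two undisclosed values, limit read from the data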
Rev-erbA mod – modulators of human Rev-erb alpha DNA binding | P20393 | activity, % at 10 µM | hit rate 0.79% among 370,000 | Rev-erbα–FITC-DNA binding, fluorescence polarization, 90 min | AID 1259318;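 active means activity above about 14%, limit read from the data; passing the limit was not always enough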;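 further: 0% = DMSO wells with 35 nM protein and 100% = DMSO wells with 750 nM protein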
Target sequence (P20393 whole entry, looked up): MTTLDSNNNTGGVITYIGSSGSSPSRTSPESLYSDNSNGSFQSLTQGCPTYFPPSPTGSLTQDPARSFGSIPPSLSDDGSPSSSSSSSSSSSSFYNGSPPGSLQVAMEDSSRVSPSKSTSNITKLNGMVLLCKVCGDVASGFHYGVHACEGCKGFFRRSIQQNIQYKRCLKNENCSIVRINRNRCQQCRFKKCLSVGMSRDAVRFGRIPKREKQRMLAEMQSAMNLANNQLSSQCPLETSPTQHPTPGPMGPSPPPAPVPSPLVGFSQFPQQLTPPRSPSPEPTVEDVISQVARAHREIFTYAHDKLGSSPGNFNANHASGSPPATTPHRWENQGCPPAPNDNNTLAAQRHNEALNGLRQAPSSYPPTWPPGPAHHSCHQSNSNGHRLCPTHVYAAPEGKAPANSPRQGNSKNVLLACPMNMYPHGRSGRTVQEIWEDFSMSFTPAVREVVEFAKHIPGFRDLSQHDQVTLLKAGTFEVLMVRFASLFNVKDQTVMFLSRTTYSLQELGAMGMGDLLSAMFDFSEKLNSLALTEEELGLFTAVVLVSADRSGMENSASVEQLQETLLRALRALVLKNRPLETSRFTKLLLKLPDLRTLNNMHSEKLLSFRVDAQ
ABHD4 inh – ABHD4 (mouse) inhibition, primary FP screen; Q8VD66; purified mABHD4, FP-Rh probe fluorescence polarization; inhibition, % at 8.92 µM; hit rate 0.54% among 370,000;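 active means inhibition exceeding the mean over every tested compound plus 3 SD, cut at about 30% in these data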;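 further: 0% = plate median of compound wells and 100% = S159A mutant with DMSO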
Target sequence (Q8VD66 whole entry, looked up): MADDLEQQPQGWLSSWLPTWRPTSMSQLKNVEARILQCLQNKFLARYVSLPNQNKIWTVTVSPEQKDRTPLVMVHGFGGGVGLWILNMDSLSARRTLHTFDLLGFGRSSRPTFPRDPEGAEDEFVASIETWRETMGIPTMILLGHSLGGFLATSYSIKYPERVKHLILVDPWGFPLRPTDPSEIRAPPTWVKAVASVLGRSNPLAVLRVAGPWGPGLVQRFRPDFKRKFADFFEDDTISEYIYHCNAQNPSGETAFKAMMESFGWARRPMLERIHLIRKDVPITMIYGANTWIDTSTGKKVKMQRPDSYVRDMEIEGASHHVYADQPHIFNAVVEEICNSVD
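Assay system: mABHD4 protein; medium: HEPES pH 7.0, NaCl, Pluronic buffer; dosing: 8.92 µM, single dose; schedule: 45 min + 60 min at 25 °C; signal: FP readout, ex 525 nm / em 598 nm; read-out: normalized percent inhibition of probe labeling; repeats: single replicate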
HTRA1 inhibitor – inhibitors of human serine peptidase HTRA1; AID 504803; inhibition, % at 5.96 µM; recombinant HTRA1, FP-rhodamine activity-based probe, fluorescence polarization; hit rate 0.5% among 340,000; in the data active means inhibition above about 36%;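 further: 0% = enzyme with DMSO and 100% = wells lacking enzyme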
SIAE inh – human SIAE inhibition, primary screen; hit rate 0.69% among 370,000; AID 1053197; inhibition, % at 9.66 µM; Q9HAT2; SIAE FP-Rh probe binding, fluorescence polarization;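 active means inhibition above a cutoff: mean of compounds within the control limits plus 3 SD of those, cut at about 17% in these data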;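 further: 0% = plate median of compound wells and 100% = probe without SIAE protein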
Starred values were filed as active, the others as inactive; x = no result given.

SMILES | rCAG binder | TDP2 absorb | LEDGF integ inh | PG9 binder | TCR CD3 inh | PRMT1 FP inh | Rev-erbA mod | ABHD4 inh | HTRA1 inhibitor | SIAE inh
O=C(CCC(=O)OCC(=O)c1cccc([N+](=O)[O-])c1)Nc1ccccc1Cl | 0 | 2 | 1 | -1.6 | 1 | 2 | -1 | -3 | -2 | -3
CC(C)CC#Cc1ccc2c(c1)O[C@H](CN(C)C(=O)Nc1ccccc1)[C@@H](C)CN([C@H](C)CO)S2(=O)=O | 1 | -4 | 3 | -1.5 | 1 | -9 | 1 | 14 | -9 | -8
S=C(Nc1cccc(Cl)c1)Nc1ccc2c(c1)OCCO2 | -4 | 18 | -1 | 0.6 | 9 | -1 | -2 | -4 | 3 | 10
Cc1ccnn1CC(=O)N/N=C/c1ccc([N+](=O)[O-])s1 | 1 | 1 | 2 | -1.3 | 0 | 4 | 3 | 7 | 4 | -3
CC(=O)NCc1ccc(-c2csc(-c3cccs3)n2)cc1 | 3 | 3 | 3 | -0.4 | 1 | -4 | -2 | -3 | -12 | -10
Cc1ccc(NC(=O)c2cccs2)cc1[N+](=O)[O-] | 2 | -16 | 2 | -2.0 | -1 | 0 | -1 | -9 | -18 | -8
CSCCC(NC(=O)c1ccccc1Cl)C(=O)N1CCN(C(C)=O)CC1 (stereo not given) | -2 | 5 | 0 | -0.9 | -3 | -1 | -6 | -1 | -1 | 2
Cc1cccc([N+](=O)[O-])c1NC(=O)COC(=O)C1CC2CCCC(C1)C2=O (stereo not given) | -4 | -7 | -2 | 2.0 | 5 | 2 | 0 | -2 | -1 | 6
CCN1C(=O)[C@H]2[C@@H](c3ccc(SC4CCCCC4)cc3)N3CCCC[C@@]3(C(=O)OC)[C@H]2C1=O | 0 | -1 | 1 | 1.6 | 7 | -2 | 0 | 0 | 3 | -2
O=c1oc2ccccc2c(Nc2cccc3ccccc23)c1[N+](=O)[O-] | 42* | -8 | -2 | -2.4 | 10 | 0 | -1 | 9 | 3 | -7
CC1CCCC(C)N1C(=O)CSc1nc2ccccc2s1 (stereo not given) | -5 | 11 | -1 | -1.5 | 5 | 9 | 6 | 6 | -9 | -1
Cc1cc(OC(C)C(=O)Nc2ccncc2)ccc1Cl (stereo not given) | -8 | -13 | -4 | 2.6 | -4 | 4 | -3 | 4 | 4 | -10
Cn1c(=O)c2c(nc(SCc3cccnc3)n2Cc2ccc(F)cc2)n(C)c1=O | -6 | 5 | 3 | 0.4 | -1 | 0 | 0 | 6 | 2 | 7
CN1CCN(NC(=O)C23CC4CC(CC(C4)C2)C3)CC1 | -4 | 0 | -2 | -2.7 | 2 | -4 | -2 | -1 | 4 | 2
Cc1cc(C(F)(F)F)nn1CC(=O)NCC1CCCO1 (stereo not given) | -3 | 11 | 0 | 0.6 | 2 | -2 | 1 | -1 | -2 | -3
COc1ccc(NC(=O)c2cccs2)cc1NC(=O)c1ccco1 | 2 | 5 | 2 | 0.7 | -2 | 0 | 5 | 4 | -8 | 0
CCN(CC(=O)Nc1ccc2c(c1)OCCO2)C(=O)CC1CCCC1 | 2 | -4 | -1 | -0.6 | -1 | -2 | 5 | -9 | 0 | 0
Cn1c(NCc2c[nH]c3ccccc23)nc2ccccc21 | -2 | -4 | -4 | -2.0 | -3 | -2 | 3 | 6 | 0 | 10
CCCc1noc2c1C(c1cc(Br)ccc1F)C(C#N)=C(N)N2 (stereo not given) | -2 | -10 | 2 | -1.4 | 7 | -2 | 1 | -8 | -11 | -6
COc1cc(/C=N/n2cnnc2)ccc1OCC(=O)N1CCOCC1 | 0 | 4 | -1 | -0.2 | 11 | 1 | -3 | -4 | -3 | 11
Cc1cccc(N2C(=O)C(CC(=O)Nc3cccc(F)c3)N(CCc3ccncc3)C2=O)c1 (stereo not given) | 6 | -11 | -10 | -2.2 | -4 | 2 | -6 | -1 | -4 | -3
CCN(CC)Cc1c(C(=O)N/N=C/c2ccccn2)nnn1-c1nonc1N | -3 | 4 | 2 | 0.0 | 7 | 0 | 0 | -5 | -5 | 0
CCOC(=O)c1c(S(=O)(=O)N2CCCC(C(=O)Nc3ncccc3C)C2)c(C)n(C)c1C (stereo not given) | -1 | -29 | 0 | -0.4 | -11 | 0 | -2 | -3 | 2 | 0
CCOC(=O)c1c(C)nc2sccn12 | 3 | 6 | 0 | -1.9 | 7 | 1 | -4 | 0 | -2 | 4
Cc1ccc(NS(=O)(=O)c2ccc(C(=O)N3CCN(S(=O)(=O)c4ccccc4)CC3)cc2)cc1 | 3 | 5 | 1 | -1.2 | 3 | 2 | 1 | -12 | -18 | -6
O=C(COC(=O)c1cc(S(=O)(=O)N2CCc3ccccc3C2)ccc1Cl)NCc1ccco1 | 11 | -3 | 3 | 0.2 | 2 | 7 | -3 | 2 | -3 | -10
CCN(CC)S(=O)(=O)c1cc(NC(=O)CSc2nnc(-c3cccs3)o2)ccc1C | 6 | 9 | -1 | -0.2 | -4 | -1 | 2 | 5 | -1 | 0
CCCCOC(=O)CSCC(=O)N1N=C(c2cccs2)CC1c1ccc(F)cc1 (stereo not given) | -3 | -3 | -4 | -0.2 | 2 | -2 | 2 | -20 | -33 | 9
CCOC(=O)N1CCN(c2c(F)cc3[nH]c(=S)[nH]c3c2Br)CC1 | 7 | -5 | -2 | -2.3 | -1 | 7 | 1 | -1 | -7 | -1
Nc1c(N(Cc2ccccc2)C(=O)COc2ccc([N+](=O)[O-])cc2)c(=O)[nH]c(=O)n1Cc1ccccc1 | 9 | 5 | 1 | -2.0 | 0 | 1 | 5 | 0 | -15 | -22
CSCCC(N=C(NS(=O)(=O)c1ccc(Br)cc1)c1ccccc1)C(=O)O (stereo not given) | 13 | 10 | -3 | -1.3 | 2 | -1 | -3 | 5 | 1 | -5
Cc1ccc(C(=O)NC(=S)Nc2ccc3[nH]c(=O)[nH]c3c2)c(C)c1 | 2 | -9 | 5 | 1.3 | -3 | 4 | -5 | -8 | -7 | -7
COc1cc(NC(=O)C2Cc3ccccc3CN2S(C)(=O)=O)cc(OC)c1 (stereo not given) | -3 | 1 | -3 | 0.0 | 1 | 1 | -2 | 3 | 3 | -3
Cc1cnc(C(=O)OCc2ccc(Br)cc2F)cn1 | -1 | -2 | -4 | -2.1 | 0 | 6 | -3 | -15 | 3 | 3
NS(=O)(=O)c1ccc(CCNC(=O)c2cccc(S(=O)(=O)N3CCc4ccccc43)c2)cc1 | 6 | 2 | 3 | 0.5 | -2 | 0 | 1 | 3 | -9 | -9
O=C(c1c[nH]c(C(=O)C(Cl)(Cl)Cl)c1)c1ccccc1Br | 0 | 0 | -6 | -1.8 | -5 | 1 | -9 | 7 | -4 | -6
Cc1ccc(NC(=O)CCn2cnc3ccccc3c2=O)c(C)c1 | -4 | -9 | -6 | -2.6 | -8 | 2 | 8 | -1 | -5 | -4
CCN1C(N(C)C)=NC[C@@H]1Cc1ccccc1 | 1 | -2 | 0 | 0.4 | 6 | -1 | -3 | -2 | -2 | 2
COc1cccc(C=NNc2nc3ccccc3s2)c1OC | 7 | -3 | -1 | 0.0 | 1 | 0 | 0 | 5 | 6 | 7
CCC(C)(C)n1nnnc1C(c1cccc(C#N)c1)N1CCN(c2cccc(C)c2C)CC1 (stereo not given) | -2 | 8 | 2 | 0.0 | 0 | -1 | 0 | 6 | 1 | -4
CC(C)=CCC/C(C)=C/C=N/NC(=O)c1ccccc1[N+](=O)[O-] | 2 | 2 | -1 | -1.5 | 2 | -4 | -3 | 0 | -2 | 6
COC(=O)C1(C)CCCC2(C)c3cc(OC)ccc3C(=O)C(Br)C12 (stereo not given) | 2 | 0 | -3 | 1.9 | -8 | 5 | -9 | -10 | 3 | 0
CC(=O)Nc1ccc(S(=O)(=O)Nc2ccc(S(=O)(=O)N3CCCCCC3)cc2)cc1 | 18 | 8 | 0 | 0.3 | 9 | 2 | -4 | 0 | -3 | -1
O=C(Cc1ccccc1)NNC(=O)C1CC=CCC1 (stereo not given) | 4 | 13 | 1 | -0.8 | 0 | -4 | -1 | -2 | 3 | 3
O=C(CCC(=O)Nc1ccccc1Cl)NNC(=S)Nc1ccccc1C(F)(F)F | 3 | -10 | 2 | -0.8 | -11 | -7 | -1 | 3 | -6 | 8
CCO[C@@H]1OC(C(=O)N2CCOCC2)=C[C@H](C(C)(C)C)[C@H]1CCCO | -8 | 7 | 1 | 0.6 | -3 | 0 | -3 | 3 | -1 | 6
CCC1CCCCN1C(=S)NC(=O)c1cccs1 (stereo not given) | 3 | 1 | 2 | -1.1 | 6 | 1 | -4 | 2 | 2 | -3
CC(C)OCCCNC(=O)c1c(N)n(/N=C/c2ccccn2)c2nc3ccccc3nc12 | 4 | 14 | 3 | 0.1 | -7 | -2 | 5 | 2 | -12 | 8
CC(=O)Nc1ccc(OCc2ccc3c(c2)OCO3)cc1 | -4 | 14 | 5 | 0.5 | -1 | -2 | 1 | -8 | -17 | 5
c1csc(-c2nnc(SCc3cccc4ccccc34)o2)c1 | 4 | 0 | 5 | x | x | 0 | 8 | -13 | x | -2

Only TDP2 absorb and HTRA1 inhibitor, for 3 of the compounds above:
Structure | TDP2 absorb | HTRA1 inhibitor
CCO[C@@H]1OC(C(=O)N2CCOCC2)=C[C@H](C(C)(C)C)[C@H]1CCCO | 7 | -1
CC(C)OCCCNC(=O)c1c(N)n(/N=C/c2ccccn2)c2nc3ccccc3nc12 | 14 | -12
CCC1CCCCN1C(=S)NC(=O)c1cccs1 (stereo not given) | 1 | 2

New compounds follow.
SMILES | rCAG binder | TDP2 absorb | LEDGF integ inh | PG9 binder | TCR CD3 inh | PRMT1 FP inh | Rev-erbA mod | ABHD4 inh | HTRA1 inhibitor | SIAE inh
Cc1ccc(NC(=O)Nc2ccc(F)c(Cl)c2)cc1 | 5 | -8 | -5 | -0.9 | -6 | 4 | 2 | -8 | -17 | -4
CC1Cc2nc(SCC(=O)Nc3ccc4c(c3)OCCO4)n(C)c(=O)c2S1 (stereo not given) | 6 | 3 | 2 | -2.4 | 0 | 2 | -1 | 16 | -1 | 0
COc1cccc(CC2(CO)CCCN(Cc3sc(N4CCCC4)nc3Cl)C2)c1 (stereo not given) | -11 | 3 | 1 | -0.7 | 9 | 3 | 5 | 8 | -2 | 15
O=c1c([N+](=O)[O-])c(NC2CCCCC2)c2ccccc2n1-c1ccccc1 | 0 | -5 | -1 | -1.0 | 5 | 1 | -3 | -3 | -11 | 3
COc1ccccc1N1CCN(C(=O)c2cc3ccccc3[nH]2)CC1 | -7 | -1 | 1 | 0.9 | 4 | -3 | -5 | 6 | -4 | -2
CNS(=O)(=O)c1ccc(Cl)nc1 | 1 | -3 | 2 | -1.3 | -9 | -2 | 0 | 10 | 1 | 2

High-throughput results from PubChem BioAssay.

Not all compounds are listed (hit frequency here may not be typical).
